Compound activity from PubChem BioAssay.
TDP1 cell noCPT = qHTS for Inhibitors of human tyrosyl-DNA phosphodiesterase 1 (TDP1): qHTS in cells in absence of CPT | DT40 Tdp1-/- hTDP1 cells, no CPT, ATP luminescence, 48 h | Potency, µM (doses to about 46.2 µM), for inactives: at the highest dose activity change, negative = growth inhibition, usual class: inhibitors | 420,000 tested, 15% active; further: nearly all actives have a fitted effect of over 55% in size
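Readout: luminescence from CellTiter-Glo after 30 min in the dark at RT. Cells: DT40 Tdp1-/- with stable hTDP1, 400/well. Exposure: compounds alone, ≥48 hr, 37 °C.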
KAT2A inh = blocks human GCN5L2 histone acetyltransferase. 390,000 tested, 0.21% active. Potency, µM (doses to about 58.9 µM), for the others: top-dose activity change, negative = inhibition, hits mostly inhibitors. Q92830. GCN5L2 HAT assay, ThioGlo1 CoA-SH fluorescence
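Compounds, pin-transferred from DMSO stocks, meet 20nM GCN5L2 for 15 min before the reaction begins with H3(1-25) peptide (75uM) and acetyl-CoA (70uM). Thiol-reactive ThioGlo1 reports CoA release over 20 min at room temperature.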
TDP1 inh = inhibitors of human tyrosyl-DNA phosphodiesterase TDP1; Q9NUW8; recombinant TDP1, AlphaScreen DNA substrate cleavage; Potency, µM (highest dose often 130 µM), inactives show top-dose activity change, negative = inhibition, usual class: inhibitors; 350,000 tested, 0.28% active; AID 485290; further: nearly all actives have a fitted effect of over 40% in size
Target sequence (Q9NUW8 whole entry, looked up): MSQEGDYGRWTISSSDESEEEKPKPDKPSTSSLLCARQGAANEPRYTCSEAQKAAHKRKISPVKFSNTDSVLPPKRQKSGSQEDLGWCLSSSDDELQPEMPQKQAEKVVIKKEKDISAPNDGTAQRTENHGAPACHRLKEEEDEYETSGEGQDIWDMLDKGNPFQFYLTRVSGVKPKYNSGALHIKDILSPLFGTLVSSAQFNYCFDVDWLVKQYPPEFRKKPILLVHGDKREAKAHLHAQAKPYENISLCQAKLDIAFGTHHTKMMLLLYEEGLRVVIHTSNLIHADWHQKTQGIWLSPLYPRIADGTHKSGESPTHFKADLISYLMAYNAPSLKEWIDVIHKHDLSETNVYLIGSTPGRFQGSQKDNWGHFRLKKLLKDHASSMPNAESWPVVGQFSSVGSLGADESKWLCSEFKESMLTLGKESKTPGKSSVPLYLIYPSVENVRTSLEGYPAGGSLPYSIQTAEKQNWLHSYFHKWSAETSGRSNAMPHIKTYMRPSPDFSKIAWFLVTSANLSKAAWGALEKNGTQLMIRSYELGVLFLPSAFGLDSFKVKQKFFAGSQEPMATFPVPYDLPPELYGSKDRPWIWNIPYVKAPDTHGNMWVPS
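Enzyme-compound mixtures sat 15 min at room temperature, followed by a 5 min reaction with 15 nM final substrate and 10 min with AlphaScreen beads. Recombinant human Tdp1 was used at 1 nM final.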
Active calls of the source: *; & = joins results of further samples; [ ] = dose if it differs, or a comment. The call rests on the fitted dose curve; in most records, active means well fitted curve in the direction sought with a large enough effect; inconclusive means small, poorly fitted or top-dose-only effect, or another doubt; inactive means no such curve, though single readings can be large; an effect the other way counts as inactive or inconclusive. On the % scale 0 is the no-effect control and ±100 the full control effect; potency means the concentration at half of the fitted maximal effect.

What do the screens show for `Cc1cc(C(=O)NNCc2ccccc2)no1`?
TDP1 cell noCPT: 30.4%[activator]; KAT2A inh: 0.4%; TDP1 inh: 7.2%[21 µM]

What do the screens show for `CC(=O)NCCn1c(SCC(=O)NCc2ccco2)nc2ccccc2c1=O`?
TDP1 cell noCPT: -5.7%; KAT2A inh: -21.8%; TDP1 inh: 2.0%

How did COc1cccc(NC(=O)C2CCN(S(=O)(=O)c3ccc4c(c3)CC(C)N4C(C)=O)CC2)c1 (stereo unspecified) do in these assays?
TDP1 cell noCPT: inconclusive; KAT2A inh: -8.3%; TDP1 inh: 7.7%

How did O=S(=O)(c1ccc(Cl)c(NC(=S)Nc2ccccc2N2CCOCC2)c1)N1CCOCC1 do in these assays?
TDP1 cell noCPT: -25.0%; KAT2A inh: -0.4%; TDP1 inh: 0.6%

Results for CCc1c(C)sc(NC(=O)Cn2nc(C(F)(F)F)c3c2CCCC3)c1C#N ?
TDP1 cell noCPT: inconclusive; KAT2A inh: -28.4%; TDP1 inh: -3.1%

How did CCOC(=O)N1CCC(NC(=O)CS(=O)(=O)Cc2nc(-c3cccc(OC)c3)oc2C)CC1 do in these assays?
TDP1 cell noCPT: -8.5%; KAT2A inh: -5.8%; TDP1 inh: -3.8%

What do the screens show for `CCOC(=O)C1CCCN(C(=O)C2CCN(C(=O)Nc3ccccc3)CC2)C1` (stereo unspecified)?
TDP1 cell noCPT: -23.5%; KAT2A inh: 0.1%

How did O=C(NCCc1ccccc1)C1CCN(S(=O)(=O)c2ccc(-c3nn[nH]n3)cc2)CC1 do in these assays?
TDP1 cell noCPT: 1.2%; KAT2A inh: -17.6%; TDP1 inh: 4.7%

Results for Nc1nnnn1/N=C/c1ccccc1OCc1ccc(Cl)cc1Cl ?
TDP1 cell noCPT: 6.6%; KAT2A inh: 18.5%; TDP1 inh: -6.4%

How did Cc1cc(OCCCCNC(C)C)cc(C(C)C)c1 do in these assays?
TDP1 cell noCPT: inconclusive; KAT2A inh: 0.3%; TDP1 inh: -0.6%

What do the screens show for `O=C(N/C(=C/c1ccc(F)cc1)C(=O)N1CCCC1)c1ccccc1`?
TDP1 cell noCPT: -15.2%; KAT2A inh: -1.3%; TDP1 inh: 4.8%[0.0935 µM]

What do the screens show for `COc1cccc(NC(=O)CN2C(=O)NC3(CCCC3)C2=O)c1`?
TDP1 cell noCPT: 5.8%; KAT2A inh: -5.2%; TDP1 inh: -4.1%

How did O=C(COC(=O)/C=C/c1ccc(F)cc1)Nc1ccc(S(=O)(=O)N2CCOCC2)cc1 do in these assays?
TDP1 cell noCPT: inconclusive; KAT2A inh: -8.6%; TDP1 inh: 0.0%

Results for CC(C)(C)C(=O)NNC(=O)CCCOc1ccc(Cl)cc1Cl ?
TDP1 cell noCPT: -2.0%; KAT2A inh: 25.9%; TDP1 inh: 0.0%

Results for Cc1cc(C)nc(NS(=O)(=O)c2ccc(NC(=O)CN3C(=O)C4CC=CCC4C3=O)cc2)n1 (stereo unspecified) ?
TDP1 cell noCPT: -11.1%; KAT2A inh: -4.0%; TDP1 inh: 6.3%

How did CC12CCC(=O)N1C(C(=O)NNC(=O)c1ccccc1)CS2 (stereo unspecified) do in these assays?
TDP1 cell noCPT: 0.8%; KAT2A inh: -2.8%

Results for Cc1ccc(S(=O)(=O)NCC(=O)OCC(=O)c2cc(C)n(-c3ccccc3)c2C)cc1 ?
TDP1 cell noCPT: -13.4%; KAT2A inh: -9.0%; TDP1 inh: 5.6%

What do the screens show for `O=C(CN(C(=O)CNC(=O)c1ccco1)c1ccc(F)cc1)NC1CCCCC1`?
TDP1 cell noCPT: -12.6%; KAT2A inh: -10.2%; TDP1 inh: 1.6%

How did O=C1NC(=S)N/C1=C/c1cc([N+](=O)[O-])ccc1N1CCOCC1 do in these assays?
TDP1 cell noCPT: inconclusive; KAT2A inh: -9.1%; TDP1 inh: 1.1%

How did Cc1ccc(OCCC(=O)OCC(=O)Nc2cc(S(=O)(=O)N(C)C)ccc2C)cc1 do in these assays?
TDP1 cell noCPT: inconclusive; KAT2A inh: -5.2%; TDP1 inh: 0.0%

How did CC1(C)Cc2nc3oc4c(SCC(N)=O)ncnc4c3cc2CO1 do in these assays?
TDP1 cell noCPT: -6.5%; KAT2A inh: -0.1%

Results for CCCNC(=O)CCn1nc(-c2ccc(Cl)cc2)c2ccccc2c1=O ?
TDP1 cell noCPT: inconclusive; KAT2A inh: -5.6%

Results for O=C(COc1ccccc1)N1CCN(C(=O)c2cccc(F)c2)CC1 ?
TDP1 cell noCPT: -9.5%; KAT2A inh: -2.6%; TDP1 inh: -5.6%

How did C(=N\n1cnnc1)/c1ccc(OCc2ccccc2)cc1 do in these assays?
TDP1 cell noCPT: -3.5%; KAT2A inh: -0.9%; TDP1 inh: 0.0%

Results for CC(C)(C)NC(=O)Cc1ccc(S(=O)(=O)N2CCCC2)s1 ?
TDP1 cell noCPT: -2.0%; KAT2A inh: inconclusive; TDP1 inh: 4.7%

Results for Cc1ccc(-n2nc3c(c2NC(=O)c2cccs2)CSC3)cc1 ?
TDP1 cell noCPT: inconclusive; KAT2A inh: 3.55µM*; TDP1 inh: 5.9%

Results for CC(CN1CCCC1)OC(=O)COc1ccccc1 (stereo unspecified) ?
TDP1 cell noCPT: -7.4%; KAT2A inh: 2.6%; TDP1 inh: -2.1%

What do the screens show for `CCCn1c(C(CO)Nc2nc(-c3cccc(Br)c3)cs2)nc2ccccc21` (stereo unspecified)?
TDP1 cell noCPT: inconclusive; KAT2A inh: 0.7%

How did COc1ccc2nc(NC(=O)CSc3nc4cccnc4n3C)sc2c1 do in these assays?
TDP1 cell noCPT: inconclusive; KAT2A inh: 1.7%; TDP1 inh: 9.3%

How did Cc1cccc(NC(=O)C2C(C(=O)O)C3C=CC2C32CC2)c1C (stereo unspecified) do in these assays?
TDP1 cell noCPT: -16.4%; KAT2A inh: 4.3%; TDP1 inh: 3.0%

Structures above that have a furan ring, fused or not, in the order listed:
What do the screens show for `CC(=O)NCCn1c(SCC(=O)NCc2ccco2)nc2ccccc2c1=O`?
TDP1 cell noCPT: -5.7%; KAT2A inh: -21.8%; TDP1 inh: 2.0%

What do the screens show for `O=C(CN(C(=O)CNC(=O)c1ccco1)c1ccc(F)cc1)NC1CCCCC1`?
TDP1 cell noCPT: -12.6%; KAT2A inh: -10.2%; TDP1 inh: 1.6%

How did CC1(C)Cc2nc3oc4c(SCC(N)=O)ncnc4c3cc2CO1 do in these assays?
TDP1 cell noCPT: -6.5%; KAT2A inh: -0.1%

(listing goes on)
How did O=C(CSc1nnnn1C1CCCC1)Nc1cccc(NC(=O)c2ccco2)c1 do in these assays?
TDP1 cell noCPT: inconclusive; KAT2A inh: 1.1%; TDP1 inh: 2.2%

What do the screens show for `Cc1ccc(S(=O)(=O)Cn2nnnc2CN2CCOCC2)cc1`?
TDP1 cell noCPT: -11.8%; KAT2A inh: -2.2%; TDP1 inh: -2.1%

Results for CCCCC(=O)Nc1ccc2c(c1)nc(CCN1CCN(c3ccccn3)CC1)n2C ?
TDP1 cell noCPT: -22.4%; KAT2A inh: 3.6%

How did CCOC(=O)c1cnn(-c2cc(Oc3ccccc3)ncn2)c1N do in these assays?
TDP1 cell noCPT: -23.1%; KAT2A inh: 3.5%; TDP1 inh: 0.5%

What do the screens show for `Cc1ccc(CN2C(=O)c3ccccc3Sc3ccc(C(=O)NCCN4CCOCC4)cc32)cc1`?
TDP1 cell noCPT: inconclusive; KAT2A inh: -6.0%; TDP1 inh: 4.7%

What do the screens show for `Cc1ccc(-n2cc(C(=O)OCc3ccc(F)c(F)c3)c3ccccc3c2=O)cc1`?
TDP1 cell noCPT: inconclusive; KAT2A inh: 0.9%; TDP1 inh: 0.0%

What do the screens show for `CN(C)c1ccc(/C=N/NC(=O)CNC(=O)/C=C/c2ccco2)cc1`?
TDP1 cell noCPT: inconclusive; KAT2A inh: -10.8%

What do the screens show for `COC(=O)c1ccc(C2/C(=C(/O)c3ccc(OC)cc3)C(=O)C(=O)N2Cc2ccco2)cc1` (stereo unspecified)?
TDP1 cell noCPT: -10.8%; KAT2A inh: -0.3%; TDP1 inh: 0.9%

How did CC(NC(=O)/C(=C/c1cccc([N+](=O)[O-])c1)NC(=O)c1ccco1)C(=O)O (stereo unspecified) do in these assays?
TDP1 cell noCPT: 3.3%; KAT2A inh: 23.4%; TDP1 inh: 0.0%

What do the screens show for `COc1ccc(N2CCN(S(=O)(=O)c3ccc(OC)c(C(=O)N4CCCCC4)c3)CC2)cc1`?
TDP1 cell noCPT: inconclusive; KAT2A inh: -3.2%; TDP1 inh: 4.4%

Results for COc1ccccc1NC(=O)CON=C(N)CC(=O)NC1CCCCC1 ?
TDP1 cell noCPT: -0.3%; KAT2A inh: 1.6%; TDP1 inh: 1.0%

Results for O=C(NCC(=O)N1CCOCC1)OCc1ccccc1 ?
TDP1 cell noCPT: -9.6%; KAT2A inh: -13.2%

What do the screens show for `CC(=O)c1sc(-c2ccccc2)cc1NS(=O)(=O)c1ccc(C)cc1`?
TDP1 cell noCPT: inconclusive; KAT2A inh: -9.6%; TDP1 inh: -1.4%

What do the screens show for `O=C(CCc1nc2cccnc2n1-c1ccccc1)Nc1ccc(Cl)c(Cl)c1`?
TDP1 cell noCPT: 18.4µM*; KAT2A inh: -6.1%; TDP1 inh: 6.4%

What do the screens show for `O=[N+]([O-])c1ccc(CNC2CCCc3ccccc32)cc1` (stereo unspecified)?
TDP1 cell noCPT: inconclusive; KAT2A inh: -9.6%; TDP1 inh: 5.1%

How did COc1ccc(CN(CC(=O)NCCc2ccccc2)C(=O)CCC(=O)Nc2ccccn2)cc1 do in these assays?
TDP1 cell noCPT: -29.5%; KAT2A inh: -5.3%

Results for C=CCn1c(SCC(=O)Nc2c(C)cccc2C)nnc1-c1ccncc1 ?
TDP1 cell noCPT: 2.9%; KAT2A inh: 0.9%; TDP1 inh: 5.2%

How did COC(=O)C1=[N+]([O-])OC(C(=O)OC)C1c1c[nH]c2ccccc12 (stereo unspecified) do in these assays?
TDP1 cell noCPT: -3.8%; KAT2A inh: 41.1%[activator]; TDP1 inh: 1.5%

Results for CCOC(=O)CC1C(=O)NCCN1c1nc2ccc(C)cn2c(=O)c1/C=C1\SC(=S)N(CC(C)C)C1=O (stereo unspecified) ?
TDP1 cell noCPT: inconclusive; KAT2A inh: -4.3%

What do the screens show for `CC(=O)N(Cc1cc(=O)[nH]c2ccccc12)c1ccccc1`?
TDP1 cell noCPT: -3.4%; KAT2A inh: -24.8%; TDP1 inh: 6.7%

What do the screens show for `Cn1c(NCCO)nc2c(c1=O)C1(CCCCC1)Cc1ccccc1-2`?
TDP1 cell noCPT: -8.6%; KAT2A inh: -6.6%; TDP1 inh: 1.2%

How did CCN1CCN(C(=O)c2cc3ccc(OC)cc3[nH]2)CC1 do in these assays?
TDP1 cell noCPT: 2.6%; KAT2A inh: -1.7%

What do the screens show for `CC(C)NC(=O)Cn1cc(C(=O)COc2ccccc2)c2ccccc21`?
TDP1 cell noCPT: -10.2%; KAT2A inh: 5.2%; TDP1 inh: -2.5%

What do the screens show for `CC(C)N1CCC(=NNC(=O)c2ccc(Br)o2)CC1`?
TDP1 cell noCPT: -4.9%; KAT2A inh: -3.9%; TDP1 inh: 0.0%

What do the screens show for `O=C(/C=C/c1ccc(Cl)c(Cl)c1)NC1=NCCS1`?
TDP1 cell noCPT: -12.6%; KAT2A inh: -0.5%; TDP1 inh: 5.9%

Results for Cc1nnc(N2CCN(c3ccccc3)CC2)[nH]c1=O ?
TDP1 cell noCPT: 5.8µM*; KAT2A inh: -3.2%; TDP1 inh: 2.3%

How did COc1ccc(N(CC(=O)NCc2ccc(C)cc2)S(=O)(=O)c2c(C)[nH]c(=O)[nH]c2=O)cc1 do in these assays?
TDP1 cell noCPT: 2.8%&-14.1%; KAT2A inh: -4.5%&-4.9%; TDP1 inh: 2.1%&5.8%

Results for O=C(NCc1ccccc1)c1c[nH]c2ccc(F)cc2c1=O ?
TDP1 cell noCPT: inconclusive; KAT2A inh: -6.6%; TDP1 inh: 4.6%

What do the screens show for `Oc1[nH]c2ccccc2c1N=Nc1nc(Nc2ccccc2)nc(N2CCOCC2)n1`?
TDP1 cell noCPT: 1.84µM*; KAT2A inh: 38.3%[activator]; TDP1 inh: -0.6%

What do the screens show for `COCCCn1c(SCc2ccccc2F)nc2c(sc3ccccc32)c1=O`?
TDP1 cell noCPT: 14.6µM*; KAT2A inh: 2.9%; TDP1 inh: 6.4%

An excerpt from above in order of molar mass, lowest first:
Results for CC(C)(C)NC(=O)Cc1ccc(S(=O)(=O)N2CCCC2)s1 ?
TDP1 cell noCPT: -2.0%; KAT2A inh: inconclusive; TDP1 inh: 4.7%

What do the screens show for `Cc1ccc(S(=O)(=O)Cn2nnnc2CN2CCOCC2)cc1`?
TDP1 cell noCPT: -11.8%; KAT2A inh: -2.2%; TDP1 inh: -2.1%

What do the screens show for `Cn1c(NCCO)nc2c(c1=O)C1(CCCCC1)Cc1ccccc1-2`?
TDP1 cell noCPT: -8.6%; KAT2A inh: -6.6%; TDP1 inh: 1.2%

These rows are one share of the data (hit frequency here may not be typical).
